PAX8 reporter – inhibitors of PAX8-driven TPO luciferase reporter, primary screen, RMG-I cells, single concentration | 360,000 compounds, 1.2% hits | inhibition, % at 12.6 µM | SteadyGlo, 24 h | AID 652154, 2013;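 active = mean replicate inhibition at least 60% with every replicate also reaching 60%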;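 also: luciferase light reporting Pax8 driven TPO promoter activity; plate controls were median of neutral control wells for no effect and mitoxantrone controls for full effect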
Cneo AK release – Cryptococcus neoformans cell lysis inducers, primary screen, AK release luminescence, single concentration; lysis activity, % at 15 µM; 360,000 compounds, 0.2% hits; C. neoformans lysis, adenylate kinase release luminescence, 4 h; normalised: neutral wells 0, clomiphene wells 100;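 active = mean lysis activity across replicates of at least 80%, whatever share of replicates individually reach that level; inactive = mean lysis activity below 80%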
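Material – Cryptococcus neoformans yeast cells · Quantity – 5 × 10^6 yeast cells/mL · Buffer or medium – YPD medium · Compound – single dose · Timing – 4 h static compound exposure, 37 °C, read 1 h post-reagent · Signal – adenylate kinase release luminescence · Read-out basis – lysis from increased AK signal · Benchmarks – Clomiphene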
ARNT TACC3 PPI – disruptors of ARNT/TACC3 protein interaction, primary screen, biochemical, AlphaScreen, single concentration; Transforming acidic coiled-coil-containing protein 3 (Homo sapiens), Q9Y6A5; AlphaScreen His-ARNT PAS-B/GST-TACC3 binding, luminescence; TACC3 fragment carries E629A point mutation; inhibition, % at 9.99 µM; 390,000 compounds, 0.66% hits; AID 623870, 2012;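 active = mean inhibition of replicates at least 50% and at least half of replicates each reaching 50%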;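 also: 0% = complete ARNT plus TACC3 wells and 100% = ARNT alone without TACC3; many hits fall short of the cut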
C2C12 statin – suppressors of statin myotoxicity in C2C12 myotubes, primary screen, cell-based, single point, plate reader; rescue of ATP level, % at 7.49 µM; C2C12 myotubes + simvastatin, ATP luminescence, 48 h; scaled: DMSO 0, geranylgeraniol control 100; 330,000 compounds, 0.78% hits;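 active = mean ATP rescue above about 67%, or every replicate alone reaching that limit, limit read from the data, passing the limit was not always enough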;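 also: myotubes were challenged with 10 µM simvastatin during compound exposure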
PglD DTNB – C. jejuni PglD acetyltransferase inhibitors, primary screen, biochemical, DTNB colorimetric, single point. UDP-N-acetylbacillosamine N-acetyltransferase PglD (Campylobacter jejuni). purified PglD enzyme, DTNB colorimetric CoA detection. inhibition, % at 12.5 µM. 360,000 compounds, 0.098% hits; in the data active = inhibition above about 16%, passing the limit was not always enough; also: strong numbers were not always called active
LGR2 inh – inhibitors of bursicon-induced LGR2 CRE-luciferase signal, primary screen, cell-based, HEK293, CRE-luciferase reporter, bursicon stimulation. inhibition, % at 9.99 µM. bursicon-stimulated, 4 h. AID 720647, 2013. Drosophila bursicon receptor LGR2 (rickets). 380,000 compounds, 0.35% hits;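 active = drop in luminescence signal, shown as inhibition above about 50% in the replicate tests, limit read from the data, passing the limit was not always enough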;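 also: agonist challenge used bursicon conditioned medium at about half maximal strength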
INS-1E GSIS act – GLuc luminescence reporter in INS-1E cells, primary screen for activators of glucose-dependent secretion of insulin; INS-1E GLuc reporter insulin secretion, 2-3 h; activation, % at 16.6 µM; 370,000 compounds, 0.61% hits; AID 743287, 2014;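 active = lowest replicate activation of at least 40%, so every replicate reaches that level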;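 also: 0% = median of neutral control wells and 100% = median of IBMX positive control wells; some compounds called inactive have numbers as strong as hits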
PGC1a acetyl inh – inhibitors of PGC1a acetylation signal, primary screen, cell-based, U2OS, AlphaScreen, inhibitor mode | AlphaScreen anti-acetyl-lysine; with virally co-expressed GCN5 acetyltransferase | inhibition, % at 15.6 µM | 350,000 compounds, 0.17% hits | AID 651687, 2012;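 active = every replicate shows inhibition of at least 40%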;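 also: 0% = neutral control wells and 100% = positive control wells; some results beyond the cut were filed as inactive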
Numbers without * were called inactive; . = no result given; & = joins results of further samples.

1: CC(C)(C)C(=O)NC1(C(F)(F)F)C(=O)Nc2c1c(=O)[nH]c(=O)n2Cc1ccco1 (stereo unspecified)
2: O=C(C[C@H]1CC[C@H]2[C@@H](COC[C@H](O)CN2Cc2cccc(Cl)c2)O1)NCC1CCCCC1
3: CCS(=O)(=O)NCC[C@@H]1CC[C@H](NC(=O)Nc2cc(Cl)cc(Cl)c2)[C@@H](CO)O1
4: C[C@@H]1CN([C@@H](C)CO)C(=O)Cc2cc(NC(=O)Cc3ccccc3)ccc2O[C@@H]1CN(C)S(=O)(=O)c1ccccc1
5: CCC(=O)NC(=S)Nc1ccccc1OC
6: O=C(C[C@H]1C[C@@H]2c3cc(NC(=O)NC4CCCC4)ccc3O[C@@H]2[C@H](CO)O1)NCc1ccc2c(c1)OCO2
7: CCOc1ccc(S(=O)(=O)N(CC(=O)O)c2ccc(C)cc2)cc1
8: COc1ccc(Cl)cc1S(=O)(=O)n1c([N+](=O)[O-])cnc1C
Assay by compound,1,2,3,4,5,6,7,8
PAX8 reporter,.,22,0,4,.,12,.,19
Cneo AK release,0,-1,-1,-3,3,54,-1,-4
ARNT TACC3 PPI,0,4,0,-3,4,2,-5,-5
C2C12 statin,.,21,-1,-7,133*,7,6,9
PglD DTNB,2,0,3,-4,2,-1,-1,0
LGR2 inh,.,-14,26,-5,-1,-3,1,2
INS-1E GSIS act,.,-11,1,-12,13,17,10,2
PGC1a acetyl inh,-1,2,.,-3,9,4,-3,-2

Reprinted at random: 4 entries already listed, in no set order.
8: COc1ccc(Cl)cc1S(=O)(=O)n1c([N+](=O)[O-])cnc1C
6: O=C(C[C@H]1C[C@@H]2c3cc(NC(=O)NC4CCCC4)ccc3O[C@@H]2[C@H](CO)O1)NCc1ccc2c(c1)OCO2
1: CC(C)(C)C(=O)NC1(C(F)(F)F)C(=O)Nc2c1c(=O)[nH]c(=O)n2Cc1ccco1 (stereo unspecified)
2: O=C(C[C@H]1CC[C@H]2[C@@H](COC[C@H](O)CN2Cc2cccc(Cl)c2)O1)NCC1CCCCC1
Assay by compound,8,6,1,2
PAX8 reporter,19,12,.,22
Cneo AK release,-4,54,0,-1
ARNT TACC3 PPI,-5,2,0,4
C2C12 statin,9,7,.,21
PglD DTNB,0,-1,2,0
LGR2 inh,2,-3,.,-14
INS-1E GSIS act,2,17,.,-11
PGC1a acetyl inh,-2,4,-1,2

The results go on.
9: O=C(/C=C/Nc1ccc(S(=O)(=O)Nc2cnc3ccccc3n2)cc1)c1cccnc1
10: Cc1c(C(=O)Nc2nc(-c3ccccn3)cs2)oc2ccccc12
11: COC(=O)c1ccc(/C=N/NC(=O)C2CC(=O)N(c3ccc(F)cc3)C2)cc1 (stereo unspecified)
12: Cn1nccc1C(=O)NC1CCCc2c1cnn2-c1ccc(C(C)(C)C)cc1 (stereo unspecified)
13: COc1cccc(-c2cc(C(=O)N/N=C/c3ccco3)c3ccccc3n2)c1
14: Cc1ccc(C(O)c2ncc(-c3ccccc3C)[nH]2)cc1 (stereo unspecified)
15: N#Cc1ccccc1NC(=O)CSc1nnc(-c2ccccc2O)n1-c1ccccc1
16: CC1O[C@@H](OC2C(O)C(O)C(CO)O[C@H]2OC2C[C@]3(C)C(CC(O)C4[C@@H]([C@]5(C)CC[C@@H](C(C)(C)O)O5)CC[C@]43C)[C@@]3(C)CCC(O)C(C)(C)C23)C(O)C(O)C1O (stereo partly specified)
Assay by compound,9,10,11,12,13,14,15,16
PAX8 reporter,-5,.,0,19,.,-31,.,-2
Cneo AK release,-7,0,1,-22,-2,-16,10,-6
ARNT TACC3 PPI,-1,.,-2,6,0,.,-6,-8
C2C12 statin,-8,-33,-13,-15,-8,8,2,1
PglD DTNB,-1,-1,0,-3,1,-1,.,0
LGR2 inh,10,.,-4,3,-14,.,10,4
INS-1E GSIS act,-4,.,21,-2,.,.,0,-3
PGC1a acetyl inh,-4,12,.,0,.,2,-6,.

17: N#C/C(=C\c1cccc(OC(=O)c2cccs2)c1)C(N)=O
18: CCN1CCN(CCCN(Cc2ccco2)C(=S)Nc2cc(Cl)ccc2C)CC1
19: OC[C@@H]1CN(Cc2cccs2)C[C@H](n2cnc3c(N4CCOCC4)ncnc32)O1
20: C[C@H](CO)N1C[C@H](C)[C@H](CN(C)S(=O)(=O)c2ccc(Cl)cc2)Oc2ccc(NC(=O)Nc3cccc4ccccc34)cc2C1=O
21: CCCn1c2ccccc2c2cnn(CC(=O)OC)c(=O)c21
22: C[C@H](CO)N1C[C@H](C)[C@@H](CN(C)S(C)(=O)=O)Oc2ccc(NS(=O)(=O)c3ccccc3)cc2C1=O
23: Cc1noc(C)c1S(=O)(=O)Nc1cccc2c1O[C@@H](CN(C)Cc1ccc(C(=O)O)cc1)[C@@H](C)CN([C@H](C)CO)C2=O
24: Cc1cc(NC(=O)CSCC(=O)N2CCN(c3ccccc3)CC2)no1
Assay by compound,17,18,19,20,21,22,23,24
PAX8 reporter,-6,-3,8,.,-2,-2,.,14
Cneo AK release,.,.,0,-1,-1,-4&-5,3,2
ARNT TACC3 PPI,-8,-3,.,10,-8,-7&-1,7,-1
C2C12 statin,.,.,1,47,4,4&-9,.,0
PglD DTNB,.,.,-2,-3,-1,0&4,1,-4
LGR2 inh,10,4,-4,6,-12,8&8,14,2
INS-1E GSIS act,-25,-20,10,1,28,7&-13,-2,.
PGC1a acetyl inh,.,5,.,-12,-3,-5,8,-6

25: COc1ccc(-c2cnnc(N/N=C/c3ccc(C)o3)n2)cc1
26: c1ccc2oc(CCc3nc4ccccc4o3)nc2c1
27: CC(=O)Oc1cccc2c1C(=O)C1CC=CC(OC(C)=O)C1C2=O (stereo unspecified)
28: S=C(NCc1ccncc1)Nc1ccccc1
29: Cc1ccccc1C(=O)NCCN1CCOCC1
30: COc1cccc(C2=NN(C(=O)c3ccco3)C(c3ccco3)C2)c1 (stereo unspecified)
31: CO[C@H]1CN(C)C(=O)c2cc(C#N)ccc2OC[C@H]2O[C@H](CC[C@H]2OC)CCN(C)C(=O)[C@H]1C
32: O=C1CC(c2ccccc2)CC2=C1C(c1ccccn1)Nc1ccccc1N2 (stereo unspecified)
Assay by compound,25,26,27,28,29,30,31,32
PAX8 reporter,-6,.,-65,7,-6,-47,-23,.
Cneo AK release,1,0,.,-1,.,-4,9,-2
ARNT TACC3 PPI,0,-1,-8,-6,-2,-1,-11,4
C2C12 statin,3,6,6,.,.,13,-1,11
PglD DTNB,-4,-3,.,-8,.,-3,-5,4
LGR2 inh,-11,.,-25,11,.,-33,-5,-20
INS-1E GSIS act,-3,.,-6,20,41,5,10,-9
PGC1a acetyl inh,9,-9,.,9,-3,.,6,-2

33: Cc1nnc(N)nc1C
34: CN(CC(=O)Nc1ccccc1C(F)(F)F)C(=O)CSc1nnc(-c2ccncc2)n1C
35: CNC[C@@H]1Oc2c(NC(=O)C3CC3)cccc2C(=O)N([C@@H](C)CO)C[C@@H]1C
36: Cc1ccc(S(=O)(=O)NCC(=O)OCC(=O)NCc2ccc3c(c2)OCO3)cc1
37: O=C1c2ccccc2C(=O)N1CC1CCN(Cc2ccc(OCCO)cc2)CC1
38: COc1ccc(NC(=O)c2cc(C(C)C)on2)c(OC)c1
39: CC(=O)NCc1ccc(C(=O)CCl)s1
40: O=C(CSc1nc2ncccc2[nH]1)Nc1ccc2c(c1)OCO2
Assay by compound,33,34,35,36,37,38,39,40
PAX8 reporter,.,-2,-16,7,.,-86,-10,8
Cneo AK release,0,0,2,2,0,8,1,2
ARNT TACC3 PPI,1,1,.,-5,-10,-5,1,.
C2C12 statin,.,7,-14,18,.,-5,17,.
PglD DTNB,1,1,-2,1,4,5,0,-5
LGR2 inh,.,-7,-18,-3,.,-51,3,.
INS-1E GSIS act,.,14,0,-39,.,.,-15,.
PGC1a acetyl inh,-17,-1,3,13,18,-1,0,-5

41: S=c1[nH]c2ccccc2n1CCc1ccncc1
42: Cc1c(NC(=O)CC(O)(C(F)(F)F)C(F)(F)F)c(=O)n(-c2ccccc2)n1C
43: O=C(/C=C/c1ccc(Cl)c([N+](=O)[O-])c1)NCc1cccnc1
44: CCOC(=O)C1CCCN(C(=O)c2ccc3oc(CCc4ccccc4)nc3c2)C1 (stereo unspecified)
45: COc1cccc(C#Cc2ccc([C@H]3[C@H](CO)N4C(=O)CN(C(=O)c5ccccc5)C[C@@H]34)cc2)c1
46: CCOC(=O)[C@H]1[C@H]2COc3cc(OC)ccc3[C@@H]2N2C(=O)c3cc(OC)c(OC)cc3NC(=O)[C@@]12C
47: COc1ccc(N2C(=O)CC(NCC#N)C2=O)cc1 (stereo unspecified)
48: COc1ccc(COCC(O)CN(Cc2ccccc2)C(C)C)cc1OC (stereo unspecified)
Assay by compound,41,42,43,44,45,46,47,48
PAX8 reporter,-10,.,13,-119,-15,-9,-5,1
Cneo AK release,.,1,-3,-4,.,-3,-8,.
ARNT TACC3 PPI,4,.,.,-4,.,-3,-3,-39
C2C12 statin,.,2,.,14,.,9,-11,.
PglD DTNB,.,-5,-3,-3,.,4,2,.
LGR2 inh,9,1,-11,-15,-6,-10,-8,12
INS-1E GSIS act,14,3,4,-1,8,.,-3,19
PGC1a acetyl inh,17,-1,-5,-1,-6,.,.,4

49: C[C@@H]1CN([C@H](C)CO)C(=O)Cc2cc(NC(=O)Nc3ccc(C(F)(F)F)cc3)ccc2O[C@@H]1CN(C)C(=O)Nc1ccc(F)cc1
50: C[C@@H]1CCCCO[C@@H](CN(C)Cc2ccncc2)[C@@H](C)CN([C@@H](C)CO)C(=O)c2cc(NC(=O)c3ccccc3)ccc2O1
51: CN(C)Cc1csc(NC(=O)Nc2ccccc2Cc2ccccc2)n1
52: CC1CN(CCCCOc2cccc(Oc3ccccc3)c2)CC(C)O1 (stereo unspecified)
53: O=C(C[C@H]1C=C[C@@H](NC(=O)C2CCOCC2)[C@@H](CO)O1)NCc1ccncc1
54: COc1cccc(CN2CCN(C(=S)NCc3ccc(Cl)cc3)CC2)c1
55: Oc1cccc(C(O)CNCc2ccc(-c3ccccc3)cc2)c1 (stereo unspecified)
56: C[C@@H]1CN([C@@H](C)CO)C(=O)c2cc(NC(=O)C3CCCCC3)ccc2O[C@@H](C)CCCCO[C@H]1CN(C)Cc1ccc2c(c1)OCO2
57: C[C@H]1CN([C@@H](C)CO)C(=O)c2cc(Br)cnc2O[C@@H]1CN(C)Cc1ccncc1
58: COc1ccc(NC(=O)c2cccc3ccccc23)cc1
Assay by compound,49,50,51,52,53,54,55,56,57,58
PAX8 reporter,-13,-1,-10,16,1,15,48,5,.,-6
Cneo AK release,0,0,3,.,-4,.,-1,-3,-2,-1
ARNT TACC3 PPI,-13,-6,.,-4,0,8,11,0,-2,34
C2C12 statin,-35,-6,-11,.,-7,3,15,-24,17,-6
PglD DTNB,0,2,-1,.,-2,.,-2,1,0,1
LGR2 inh,-10,-11,6,-2,15,12,8,-8,10,-18
INS-1E GSIS act,0,-4,-16,-25,4,-22,9,-19,7,7
PGC1a acetyl inh,-6,-3,-4,-15,1,.,2,.,1,2

Bioassay records deposited in PubChem BioAssay by Broad Institute.
